Cardio protect: myocardial damage modulation in H9c2 cells. 360,000 tested, 0.63% active. H9c2 cardiomyocytes, H2O2 injury protection, ATPLite, 2 h. protection from H2O2 cell death, % at 20 µM;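 active = compounds giving at least 50% protection of heart cells from peroxide-induced death in the single-dose screen, raw or plate-pattern-corrected value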;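 note: 0% = DMSO wells with peroxide and 100% = DMSO wells without peroxide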
PDI inh: PDI (human) enzyme inhibition. P07237. PDI insulin aggregation turbidity, A650, 90 min. inhibition, % at 10 µM. 350,000 tested, 0.052% active. AID 588391;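 active = mean inhibition across replicates of 30% or more, whatever share of single replicates reach that level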;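 note: absorbance from insulin aggregation driven by PDI reduction with DTT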
Target sequence (P07237 whole entry, looked up): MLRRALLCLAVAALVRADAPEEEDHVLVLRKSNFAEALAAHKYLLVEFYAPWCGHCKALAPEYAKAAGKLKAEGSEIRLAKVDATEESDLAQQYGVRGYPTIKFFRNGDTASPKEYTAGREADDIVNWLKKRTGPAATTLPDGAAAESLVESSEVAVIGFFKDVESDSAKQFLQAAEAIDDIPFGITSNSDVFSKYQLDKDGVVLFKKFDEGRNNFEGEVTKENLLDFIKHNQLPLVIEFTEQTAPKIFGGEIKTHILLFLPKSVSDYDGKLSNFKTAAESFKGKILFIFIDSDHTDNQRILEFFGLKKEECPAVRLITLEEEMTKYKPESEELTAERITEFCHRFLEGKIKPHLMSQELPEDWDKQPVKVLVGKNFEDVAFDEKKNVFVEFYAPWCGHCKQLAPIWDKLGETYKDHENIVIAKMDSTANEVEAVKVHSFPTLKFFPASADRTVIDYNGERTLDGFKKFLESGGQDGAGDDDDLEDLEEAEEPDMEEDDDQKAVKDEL
N-glyco inh: N-linked glycosylation inhibition. D54 ERlucT glycosylation luciferase reporter, 24 h; percent of 100 nM tunicamycin response. 360,000 tested, 0.23% active. reporter increase, % at 12.5 µM;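 active = mean luciferase reporter signal, scaled so untreated is 0 and the glycosylation-blocking control 100, at or above a set limit in every replicate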;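 note: luciferase carries N-glycosylation sites so blocking glycosylation raises the light; 0% = median of neutral control wells and 100% = median of 100 nM tunicamycin wells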
CaV13 ICDI inh: Primary screen for inhibitors of IQ motif and Ca2+-dependent inactivation inhibitor domain binding in CACNA1D, Förster resonance energy transfer in living cells, …; HEK cells, CFP/YFP FRET ICDI-IQ, plate reader, 10 min; percent FRET-ratio fall versus neutral wells; 340,000 tested, 0.098% active; inhibition, % at 12.3 µM;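 active = mean replicate inhibition of at least 30% and at least 1% of replicates passing that level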;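 note: 0% = median of the neutral control wells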
m5-HT2A agonist: agonists of mouse serotonin 5-HT2A receptor (HTR2A) | P35363 | CHO-K1 mHTR2A beta-arrestin complementation, luminescence; percent of 30 µM serotonin response | activation, % at 7.6 µM | 360,000 tested, 0.66% active;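 active = activation above a run cutoff, the mean activation of all tested compounds plus 3 SD, cut at about 14% in these data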;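 note: 0% = plate median of compound wells and 100% = 30 µM serotonin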
Target sequence (P35363 whole entry, looked up): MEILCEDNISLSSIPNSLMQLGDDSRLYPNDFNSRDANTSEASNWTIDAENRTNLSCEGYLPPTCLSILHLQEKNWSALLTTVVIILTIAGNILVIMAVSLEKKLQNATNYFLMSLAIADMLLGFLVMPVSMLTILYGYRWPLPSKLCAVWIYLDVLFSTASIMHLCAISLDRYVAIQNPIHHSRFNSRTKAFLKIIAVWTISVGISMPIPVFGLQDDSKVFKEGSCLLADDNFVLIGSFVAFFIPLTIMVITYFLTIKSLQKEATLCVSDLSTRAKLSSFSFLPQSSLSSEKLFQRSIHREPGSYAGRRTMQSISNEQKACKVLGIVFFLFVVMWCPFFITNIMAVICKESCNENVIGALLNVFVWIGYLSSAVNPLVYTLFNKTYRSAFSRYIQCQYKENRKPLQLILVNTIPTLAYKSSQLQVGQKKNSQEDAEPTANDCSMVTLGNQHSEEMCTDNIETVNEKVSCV
Vif imaging: inhibitors of HIV Vif | inhibition, % at 7.49 µM | HEK293T cells, Vif self-association by quenched fluorescence, imaging, 24 h | 340,000 tested, 0.35% active | AID 602346; in the data active = inhibition above about 50%, passing the limit was not always enough; note: some results filed as inactive read as strong as hits
iPSC survival up: increases survival of single human iPS cells. hiPSC single-cell survival, ATPlite luminescence; 100% = ROCK inhibitor wells, 0% = DMSO. survival enhancement, % at 20 µM. 360,000 tested, 0.044% active. AID 602274; in the data active = survival enhancement above about 18%;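 note: cells exposed to compounds for 16 hours before the ATP read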
ABCB6 inh 2: blocks the human ABCB6 transporter; Q9NP58; K562-ABCB6 porphyrin accumulation, flow cytometry, 1 h; active compounds read low; fluorescence ratio to DMSO, % at 10 µM; 360,000 tested, 0.19% active;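 active = fluorescence ratio to DMSO below 75%, the collection mean minus 3 SD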;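 note: signal is porphyrin accumulated inside mitochondria; 100% equals median channel fluorescence of DMSO control wells; lower ratio means ABCB6 inhibition with less porphyrin fluorescence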
Exocytosis inh: blocks lytic granule exocytosis. inhibition, % at 10 µM. 360,000 tested, 0.66% active. TALL-104 LAMP-1 surface exposure, flow cytometry; cells stimulated with thapsigargin and PMA;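 active = inhibition above about 55%, limit read from the data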
aDG glyco act: alpha-DG glycosylation activation; 360,000 tested, 0.22% active; activation, % at 10 µM; AID 624168; Pro5-aDG cells, alpha-DG glycosylation AlphaScreen (IIH6); 0% Pro5, 100% B10-LARGE cell signal;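 active = activation of at least 8% versus controls, or a plate z-score of at least 8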;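 note: Pro5 are CHO cells carrying HIG-tagged alpha-DG that lacks glycosylation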
* hit, by the source's call; / = no result given.

SMILES	Cardio protect	PDI inh	N-glyco inh	CaV13 ICDI inh	m5-HT2A agonist	Vif imaging	iPSC survival up	ABCB6 inh 2	Exocytosis inh	aDG glyco act
CCOC(=O)CON1C(=O)C(=O)N(OCC(=O)OCC)[C@H]2CCCC[C@H]21	-1	-7	2	-1	1	25	-0.6	98	0	-0.1
COc1cc(OC)c(C(=O)OCC(=O)N(Cc2ccccc2)C(C)(C)C)cc1OC	6	-4	-1	-1	0	4	0.5	96	-1	0.1
Cc1ccc(N(CC(O)Cn2c3ccccc3c3ccccc32)S(C)(=O)=O)c(C)c1 (configuration not stated)	3	5	-2	-4	2	-2	-0.1	94	0	0.7
O=C(Nc1nncs1)C12CC3CC(CC(Cl)(C3)C1)C2	0	-7	7	-3	4	-10	3.0	107	12	0.0
O=C(c1ccco1)N1CCN(C(=O)C2CC(=O)N(c3ccccc3)C2)CC1 (configuration not stated)	4	-7	2	/	13	-11	-0.6	100	1	0.0
C=CCn1c(COc2cccc(C)c2)nnc1SCn1nnc2ccccc2c1=O	1	5	-2	-5	-1	-10	-1.0	99	4	-0.3
COCCNC(=O)c1cc(-c2cccc(OC)c2)on1	-6	-3	-5	-8	4	-7	-3.8	99	0	-0.2
CCCCN(C(=O)CSc1nn(-c2ccc(F)cc2)c(=S)s1)c1c(N)n(CCCC)c(=O)[nH]c1=O	2	-18	0	-7	-9	8	-0.1	94	-2	0.2
COc1cc(C2c3c(oc4ccccc4c3=O)C(=O)N2Cc2ccncc2)ccc1O (configuration not stated)	2	15	0	-5	-6	3	-0.6	89	1	-0.2
CCCCCCCC(=O)NNC(=O)c1c(O)c2ccccc2[nH]c1=O	13	3	2	-11	0	1	-0.6	103	-2	0.1
COc1cc(-c2nnc(COC(=O)c3ccc([N+](=O)[O-])o3)o2)cc(OC)c1OC	36	-3	1	-3	5	/	-1.0	89	1	-0.1
Cc1cccc(NC(=S)NCCC(c2ccccc2)c2ccccc2)c1	-8	-1	-1	-13	-8	-2	-3.2	97	3	0.3
C=CCn1c(SC(C)C(=O)Nc2ccc(F)c(F)c2F)nnc1C1CC1 (configuration not stated)	2	1	1	-2	1	7	-0.4	94	-1	0.2
COc1ccc(C(c2nnnn2C(C)(C)C)N2CCN(c3nc4ccccc4s3)CC2)cc1 (configuration not stated)	4	14	-1	/	1	-9	-1.0	96	2	0.1
Cc1nc(NCCCn2ccnc2)c2oc3ccccc3c2n1	1	0	2	/	2	-1	3.7	94	-2	0.2
O=C1CC(C(=O)N(c2ccccc2)C(C(=O)NC2CCCC2)c2ccncc2)CS1 (configuration not stated)	-1	-7	1	-1	5	10	-0.8	99	-2	-0.3
CCOc1ccc(CN(C)C(=O)c2ccc(NS(=O)(=O)c3ccc4[nH]c(=O)[nH]c4c3)cc2)cc1	0	-1	0	-6	-7	35	-0.3	97	-4	-0.1
CC(=O)NC(CC(=O)NC(C)c1ccc(Cl)cc1Cl)c1ccccc1 (configuration not stated)	8	-2	0	4	-1	0	0.9	97	-4	0.1
O=C(NCc1nc2ccccc2[nH]1)c1ccc(S(=O)(=O)N2CCOCC2)cc1	11	14	0	-4	-2	-26	-2.9	81	-1	0.0
CCCCN1C(=O)C(CC(=O)NCCN2CCOCC2)CC(C(=O)N2CCCCCC2)=C1C (configuration not stated)	/	/	/	-15	0	/	-1.4	98	-6	-0.2
C#CCOCCOCCOCCNc1nc(N2CCN(C(=O)CCCCCCCCCCNC(=O)Cn3cc(C[C@@H](C)O)nn3)CC2)nc(N2CCN(C(=O)CCCCCCCCCCNC(=O)[C@H](CCCN=C(N)N)n3cc(C[C@@H](C)CC)nn3)CC2)n1	-2	2	-6	/	4	-2	1.2	102	16	-0.2
C=CCc1cccc2cc(C(=O)N3CCN(C(=O)OCC)CC3)c(=O)oc12	1	3	0	-6	0	13	-1.3	98	-3	0.2
Cc1ccc([C@H]2C[C@H](O)[C@@H](n3cc(COC(=O)c4ccccc4)nn3)CN2C(=O)c2cccs2)cc1	-7	4	1	-2	2	2	-2.6	97	-3	0.1
CCN(CC)CCNC(=O)CCn1nc(-c2ccc(Cl)cc2)ccc1=O	1	1	-1	-20	1	0	-0.1	97	0	0.4
CCOc1ncccc1C(=O)OCC(=O)c1ccccc1Br	1	-5	1	-5	-2	12	-0.7	100	2	0.1

Remaining list, next part
SMILES	Cardio protect	PDI inh	N-glyco inh	CaV13 ICDI inh	m5-HT2A agonist	Vif imaging	iPSC survival up	ABCB6 inh 2	Exocytosis inh	aDG glyco act
COc1cc(/C=N/NC(=O)c2cc(C)oc2C)cc(OC)c1OC	5	-7	3	-5	8	8	1.7	97	-7	-0.3
Cc1ccc(C(=O)CCC(=O)Nc2ncccc2O)cc1	-2	-3	1	-14	4	18	-0.4	97	-3	0.2
CC(C)C[C@H]1CN([C@@H](Cc2ccc(O)cc2)CN2CCCC2CN2C(=S)NC[C@@H]2Cc2ccccc2)C(=S)N1CC1CCCCC1 (some centres not stated)	/	/	/	-5	-2	/	-1.3	95	2	0.7
Cc1ccc(S(=O)(=O)NCCCCCC(=O)NC(C)(C)CO)cc1	3	1	-1	/	6	-8	7.8	102	8	-0.3
NC(Cc1ccc(Cl)cc1)c1csc(Nc2cc(Oc3ccccc3)ncn2)n1 (configuration not stated)	-11	1	-8	-6	-3	4	-3.6	96	18	-0.5
O=C(NCCc1ccccc1)C1CC(=O)N(C2CCCCCC2)C1 (configuration not stated)	6	4	0	-8	-4	1	0.6	100	-1	0.4
CCOC(Cn1c(CCCO)nc2ccccc21)OCC	-1	-5	2	-4	3	0	3.6	93	-3	-0.1
CCOC(=O)c1c(S(=O)(=O)N2CCN(C)CC2)c(C)n(C)c1C	0	14	3	-5	3	-4	-0.3	97	-6	-0.2
COC(=O)Cc1c(O)ccn(Cc2ccc(OC)c(OC)c2)c1=O	11	-1	-2	-6	4	19	0.3	97	1	0.3
CCOC(=O)C(=O)/C(C#N)=C/Nc1ccc(Cl)cc1	-7	23	2	0	0	-4	5.0	98	0	0.0
C=CCN=c1scc(-c2ccco2)n1/N=C/c1ccc(O)c(O)c1O	17	-2	-1	-3	16*	22	-0.8	94	4	-0.1
COCCCNC(=O)Cn1nnc(-c2ccc(NC(=O)c3ccccc3F)cc2)n1	-15	19	0	/	5	6	-3.2	95	-2	-0.1
NC(=O)C1(NC(=O)[C@@H]2CC3(CC(c4cccc(NC(=O)c5cc([N+](=O)[O-])cc([N+](=O)[O-])c5)c4)=NO3)CN2C(=O)c2ccccc2)CC1 (some centres not stated)	-6	1	1	-11	-1	-5	7.1	99	1	-0.3
COc1ccc(N(CC(=O)Nc2cccc(SC)c2)S(C)(=O)=O)cc1	-3	12	0	-5	-3	-10	-0.6	105	-4	0.1
Cn1c(=O)n(C)c2cc(/C=N/NC(=O)c3cccc(Br)c3)ccc21	4	-2	2	-5	0	3	2.4	94	-2	3.3
Cc1onc(-c2ccccc2)c1C(=O)N1CCC(C)(C(=O)O)C1 (configuration not stated)	4	6	2	-10	2	-5	4.0	100	-8	0.3
C[C@@H]1CN([C@H](C)CO)C(=O)CCCn2nncc2CO[C@H]1CN(C)C(=O)Nc1ccc(N2CCN(C)CC2)cc1	13	-1	-1	-5	8	-1	-3.0	102	-1	-0.1
Cc1nc(-c2ccc(NC(=O)C(C)(C)C)cc2)c(-c2ccccc2)o1	14	-6	-5	-19	-1	-2	0.9	90	-9	-0.2
O=C(c1cnc2n(c1=O)CCS2)N1CCN(c2ccc([N+](=O)[O-])cc2)CC1	-3	/	2	-3	1	-1	0.7	90	-3	-0.1
Cc1[nH]n2c(=O)c3c(nc2c1-c1cccc2ccccc12)CCC3	4	-3	1	-5	1	-11	0.2	102	4	0.1
CCCCNC(=O)C1(C)CCN1C(=O)c1ccc2c(c1)C(C)(C)CCC2(C)C (configuration not stated)	-6	-2	-4	-5	2	-10	7.8	95	-12	-0.1
O=C(Cn1cc([N+](=O)[O-])cn1)Nc1cccnc1	0	5	1	-3	-4	-7	0.6	97	-2	0.0
CCOC(=O)CN(C(=O)CSc1nnnn1C)c1ccccc1	0	-3	-1	-5	0	-10	-0.3	99	4	-0.1
Cc1ccccc1OCCC(=O)N1CCN(S(=O)(=O)c2ccc(Br)cc2)CC1	-5	2	-7	-5	-3	7	5.1	103	-2	0.3
CC(C)CNC(=O)c1cc(-c2ccco2)on1	4	-2	5	-7	3	-9	0.7	102	-2	-0.2

Four compounds drawn at random from those above, as already listed:
SMILES	Cardio protect	PDI inh	N-glyco inh	CaV13 ICDI inh	m5-HT2A agonist	Vif imaging	iPSC survival up	ABCB6 inh 2	Exocytosis inh	aDG glyco act
CC(C)C[C@H]1CN([C@@H](Cc2ccc(O)cc2)CN2CCCC2CN2C(=S)NC[C@@H]2Cc2ccccc2)C(=S)N1CC1CCCCC1 (some centres not stated)	/	/	/	-5	-2	/	-1.3	95	2	0.7
CCCCNC(=O)C1(C)CCN1C(=O)c1ccc2c(c1)C(C)(C)CCC2(C)C (configuration not stated)	-6	-2	-4	-5	2	-10	7.8	95	-12	-0.1
COCCCNC(=O)Cn1nnc(-c2ccc(NC(=O)c3ccccc3F)cc2)n1	-15	19	0	/	5	6	-3.2	95	-2	-0.1
CCOC(=O)CN(C(=O)CSc1nnnn1C)c1ccccc1	0	-3	-1	-5	0	-10	-0.3	99	4	-0.1

The main list resumes; the four compounds before the break are reprinted first.
SMILES	Cardio protect	PDI inh	N-glyco inh	CaV13 ICDI inh	m5-HT2A agonist	Vif imaging	iPSC survival up	ABCB6 inh 2	Exocytosis inh	aDG glyco act
O=C(Cn1cc([N+](=O)[O-])cn1)Nc1cccnc1	0	5	1	-3	-4	-7	0.6	97	-2	0.0
CCOC(=O)CN(C(=O)CSc1nnnn1C)c1ccccc1	0	-3	-1	-5	0	-10	-0.3	99	4	-0.1
Cc1ccccc1OCCC(=O)N1CCN(S(=O)(=O)c2ccc(Br)cc2)CC1	-5	2	-7	-5	-3	7	5.1	103	-2	0.3
CC(C)CNC(=O)c1cc(-c2ccco2)on1	4	-2	5	-7	3	-9	0.7	102	-2	-0.2
Cc1ccc(CCNS(=O)(=O)c2ccc(C)cc2)cc1	-4	-2	0	/	-5	3	0.0	99	0	-0.3
NC(=O)NCc1ccccc1Cl	-4	-8	0	-2	2	2	-0.8	94	-3	0.0
O=S(=O)(Nc1cccc(Oc2cnccn2)c1)c1ccc(F)cc1	8	0	-1	-5	8	-7	-0.5	94	-4	0.5
CC(=O)N1CCN(S(=O)(=O)c2ccc(S(=O)(=O)NCC(C)C)cc2)CC1	-2	0	-1	/	4	-16	0.4	98	3	-0.1
CC(=O)Nc1ccc(Cl)cc1-c1ccccc1	2	2	2	-5	1	-20	0.3	102	-5	-0.2
CCOCCCNc1ccc(N2C(=O)C3CCCCC3C2=O)cc1[N+](=O)[O-] (configuration not stated)	-8	0	-1	-6	-2	6	-0.5	92	-5	-0.1

3 entries from above, sorted by their value in Vif imaging, rising:
| molecule | PDI inh | N-glyco inh | CaV13 ICDI inh | m5-HT2A agonist | Vif imaging | ABCB6 inh 2 | Exocytosis inh | aDG glyco act |
| --- | --- | --- | --- | --- | --- | --- | --- | --- |
| CC(=O)N1CCN(S(=O)(=O)c2ccc(S(=O)(=O)NCC(C)C)cc2)CC1 | 0 | -1 | / | 4 | -16 | 98 | 3 | -0.1 |
| NC(=O)NCc1ccccc1Cl | -8 | 0 | -2 | 2 | 2 | 94 | -3 | 0.0 |
| Cc1ccc(CCNS(=O)(=O)c2ccc(C)cc2)cc1 | -2 | 0 | / | -5 | 3 | 99 | 0 | -0.3 |

From PubChem BioAssay

Rows were taken by chance; about 3.1% have a hit in one of these screens.
